Assay outcomes: PubChem BioAssay, Emory University Molecular Libraries Screening Center
PGE2 EP2 inh: inhibitors of human EP2 prostaglandin E2 receptor. P43116. C6 glioma cells expressing human EP2, cAMP TR-FRET; cells stimulated with saturating PGE2. inhibition, % at 25 µM. 0.52% of 260,000 active;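 active means percent inhibition above 40 after rounding to a whole number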;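 further: rat C6 glioma host cells with rolipram phosphodiesterase inhibitor present; the protocol text gives 20 µM as final concentration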
Target sequence (P43116 whole entry, looked up): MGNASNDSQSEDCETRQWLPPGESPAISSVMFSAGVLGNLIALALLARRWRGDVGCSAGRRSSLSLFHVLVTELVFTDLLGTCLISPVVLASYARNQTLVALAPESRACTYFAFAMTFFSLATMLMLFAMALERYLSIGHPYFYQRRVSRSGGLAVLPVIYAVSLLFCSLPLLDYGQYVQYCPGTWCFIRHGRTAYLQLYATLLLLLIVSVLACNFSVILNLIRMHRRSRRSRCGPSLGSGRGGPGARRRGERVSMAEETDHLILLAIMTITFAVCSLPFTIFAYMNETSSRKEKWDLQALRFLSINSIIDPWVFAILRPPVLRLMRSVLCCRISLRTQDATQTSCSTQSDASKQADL
EP2 modulator: modulates human prostaglandin E2 receptor EP2 signaling | P43116 | EP2-expressing cells, cAMP HTRF FRET, PGE2 co-stimulation | induction, % at 25 µM | 0.83% of 260,000 active | AID 940;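 active means compounds whose cAMP rise, as percent of the full-agonist control response, exceeds 60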;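 further: rat C6 glioma line stably carrying human EP2 under a CMV promoter; the protocol text gives 20 µM as final concentration; 100% = response of wells given 1 µM PGE2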
Active calls of the source: *. These rows are one share of the data; rates above refer to the full screens.

SMILES	PGE2 EP2 inh	EP2 modulator
CCn1c(CSc2ncccn2)nnc1SCC(=O)N1CCCCCC1	6	-8
CCCOC(=O)c1cc(-c2ccc(/C=C3\SC(N)=NC3=O)o2)ccc1Cl	13	36
CCOC(=O)c1c2c3c(cccc3n(C)c1=O)C(=O)c1ccccc1-2	18	34
CCCC(NC(=O)c1ccnn1C(C)C)c1cccs1 (stereo unspecified)	4	35
CCOC(=O)C1CCN(C(=O)CN(c2cc(C)ccc2C)S(C)(=O)=O)CC1	7	26
COc1ccc(CN(Cc2ccco2)Cc2nc[nH]c2C)c(OC)c1	8	-9
CCc1ccc2[nH]c(=O)c(CN(CCN3CCOCC3)C(=O)Nc3ccccc3Cl)cc2c1	13	-35
CCOc1cc(NC(=O)c2ccco2)c(OCC)cc1NC(=O)c1ccc(Br)cc1	13	2
CC(=O)C1=C(C)OC(N)=C(C#N)C1c1ccc(Cl)c(Cl)c1 (stereo unspecified)	12	-105
CC(C)(C)C(=O)N1CCC[C@H]1Cn1nc(-c2cccs2)ccc1=O	2	13
O=C(O)c1cccc(NS(=O)(=O)c2ccc3c4c(cccc24)C(=O)N3)c1	14	-10
CC(C)(C)c1cc(Br)c(O)c(CN(Cc2cc(C(C)(C)C)cc(Br)c2O)C2CCCCC2)c1	39	5
CC(C)NC(=O)C1CCN(C(=O)c2ccc(Cl)cc2)CC1	11	-13
N/N=C1/CC(=O)NC(=O)N1	16	24
CCOc1ccccc1NC(=O)C1CCN(C(=O)c2ccc(Cl)cc2Cl)CC1	8	-25
C/C=C(/C)C(=O)O[C@@H]1Cc2c(ccc3ccc(=O)oc23)OC1(C)C	11	7
COc1ccc(NC2=NCC(=O)N2Cc2ccc(F)cc2)cc1	11	-12
O=C(Cc1ccccc1Cl)N1CCC(n2cnc3cccnc32)CC1	3	-8
Cn1c(=O)[nH]c(=O)c2c1nc(N1CCc3ccccc3C1)n2CCSc1ncccn1	10	-7
COc1ccccc1N1CCN(C(=O)Cn2nc(-c3ccc(C)o3)cc(N)c2=O)CC1	4	-54
CC1Cc2ccccc2N1C(=O)CSc1nc(N)cc(N)n1 (stereo unspecified)	15	-18
CCOc1cc(C2NC(=O)NC(C)=C2C(=O)OC(C)(C)C)ccc1O (stereo unspecified)	7	-21
Cc1cnc(NC(=O)CSc2nnc(-c3ccc(F)cc3)o2)s1	6	-16
O=c1oc2ccc3ccccc3c2cc1-c1cn2cc(Cl)ccc2n1	14	-16
COc1cc(OC)cc(-n2nnnc2SCC(=O)Nc2cc(OC)ccc2OC)c1	8	-39

Single records, from the list above. Screens in order: PGE2 EP2 inh | EP2 modulator
CCOc1ccccc1NC(=O)C1CCN(C(=O)c2ccc(Cl)cc2Cl)CC1 is listed as 8 | -25
CC(C)NC(=O)C1CCN(C(=O)c2ccc(Cl)cc2)CC1 is listed as 11 | -13
COc1ccccc1N1CCN(C(=O)Cn2nc(-c3ccc(C)o3)cc(N)c2=O)CC1 is listed as 4 | -54
O=C(O)c1cccc(NS(=O)(=O)c2ccc3c4c(cccc24)C(=O)N3)c1 is listed as 14 | -10

(further entries)
SMILES	PGE2 EP2 inh	EP2 modulator
CCc1ccc(OCC(=O)Nc2ccc3oc(-c4cccnc4)nc3c2)cc1	18	-51
CCOCCCNC(=S)N(CCCN(C)C)Cc1cc2ccc(OC)cc2[nH]c1=O	9	-25
CC(=O)Nc1ccc(NC(=O)C(=O)N2CCCCC2)cc1	11	-7
CCCC(=O)Nc1cnc(NC(=O)c2ccco2)cc1C	7	-17
CC(C)(CO)NC(=O)c1cccc(S(=O)(=O)N2CCCC2)c1	18	9
Cc1cc(C)c2nc(SCC(=O)NCc3ccc4c(c3)OCO4)cc(C)c2c1	17	49
COc1nc2cc(C)ccc2cc1CN(CCN(C)C)Cc1ccccn1	7	-41
CCN1CCN(C(=O)CN(c2ccccc2Cl)S(C)(=O)=O)CC1	7	-3
Cc1ccn(CCC(=O)NCCn2nc3c(C)cc4ccccc4n3c2=O)n1	8	2
CC1CCN(CC(=O)Nc2sc3c(c2C(N)=O)CCCC3)CC1	11	-34
CCN1CCN(C(c2cc3ccc(OC)cc3[nH]c2=O)c2nnnn2Cc2ccc(OC)cc2)CC1 (stereo unspecified)	15	8
CC(C(=O)NC1CCCC1)N(C(=O)c1ccc(CN2CCOCC2)o1)c1ccc(Cl)cc1 (stereo unspecified)	6	-14
COc1ccc(C)cc1NC(=O)C1CCN(c2nccc(C)n2)CC1	4	6
CCSc1nnc2c(n1)[nH]c1c(C)cc(C)cc12	17	-36
Cc1cccc2cc(C(c3nnnn3C3CCCC3)N3CCc4ccccc43)c(=O)[nH]c12 (stereo unspecified)	4	40
CCCc1[nH]nc2c1C(c1ccnc3ccccc13)C(C#N)=C(N)O2 (stereo unspecified)	5	-31
O=C(CCC(=O)N1CCCC1=S)N1CCCC1=S	13	13
CCOC(=O)CSc1nnc(-c2cc3ccccc3cc2O)n1C	9	-20
COC(=O)CSc1nnc(-c2cccnc2)n1C1CCCCC1	13	-47
CCc1cc2cc3c(cc2nc1SCC(=O)NCc1ccccc1)OCO3	17	81*
Cc1cc2c(=O)n(CC(=O)NC3(c4ccccc4F)CCCC3)cnc2s1	4	-35
COc1ccc(C2(C(=O)NCc3ccc(C)c(Cl)c3)CCOCC2)cc1OC	4	5
CCc1oc(C(=O)O)cc1CN1CCOCC1	7	-1
COc1ccc(N2CC(C(=O)Nc3cccc(Cl)c3Cl)CC2=O)cc1 (stereo unspecified)	8	-22
CCN(CC)C(=O)c1sc(NC(=O)c2cccc(F)c2)c(C#N)c1C	17	0

EP2 modulator: entries above that show a hit
SMILES	EP2 modulator
CCc1cc2cc3c(cc2nc1SCC(=O)NCc1ccccc1)OCO3	81*

Remaining list, next part
SMILES	PGE2 EP2 inh	EP2 modulator
Cc1ccc(/C=C/c2nc(O)c([N+](=O)[O-])c(=O)[nH]2)cc1	16	4
CC(=O)N[C@@H]1[C@@H](O)[C@H](O)[C@@H](CO)O[C@H]1O	9	10
COc1cc2c(cc1CN1CCc3sccc3C1C)OCO2 (stereo unspecified)	1	10
O=C(NCc1ccco1)c1cccnc1	5	17
Cc1cccc(NC(=S)N(Cc2ccco2)Cc2cc3cccc(C)c3[nH]c2=O)c1	11	38
Cn1c(SCC(=O)Nc2ccc(OCc3ccccc3)cc2)nnc1-c1cccnc1	11	-1
CCOc1ccc(-c2[nH]nc3c2C(c2ccc(OC)cc2OC)C(C#N)=C(N)O3)cc1 (stereo unspecified)	12	2
NC(Cn1ccc(=O)c(O)c1)C(=O)O (stereo unspecified)	10	17
CC(Cc1ccc2c(c1)OCO2)CN(CCO)Cc1cccnc1 (stereo unspecified)	6	-83
COC(=O)CSc1nnc(-c2ccoc2C)n1-c1cccc(C)c1	8	43
COc1ccc2[nH]c(=O)c(CN(CCO)C(c3nnnn3C3CCCCC3)C(C)C)cc2c1 (stereo unspecified)	7	8
CCc1ccc(NC(=O)CSc2nnc(CNc3ccc(OC)cc3)o2)cc1	10	3
O=C(O)C1C2C=CC3(CN(c4cccc5ccccc45)C(=O)C13)O2 (stereo unspecified)	21	-11
Cc1nc2ccccc2c2nn(CC(=O)N3CC(C)CC(C)C3)c(=O)n12 (stereo unspecified)	3	-89
CC(=O)N(C)c1nc(-c2ccc(C)cc2)cs1	6	2
CC(=O)Nc1ccc(NC(=O)C2CCCO2)cc1 (stereo unspecified)	13	1
COc1ccc(NCc2cccs2)cc1	8	-36
COc1ccccc1CCNC(=O)c1ncoc1-c1cccs1	10	-17
COc1ccccc1CN(CCCn1ccnc1)Cc1[nH]c2ccc(F)cc2c1C	3	-27
CCC(c1nnnn1C(C)(C)C)N(Cc1ccccc1)Cc1cc2cc3c(cc2[nH]c1=O)OCO3 (stereo unspecified)	12	46
CCN(CC)c1ccc(NC(=O)CSc2nc(O)c(C)c(=O)n2-c2ccc(C)cc2)c(C)c1	6	-7
COc1ccc(-c2nn(CCN(C)C)c(=O)o2)c2ccccc12	10	-67
C=CCNc1c(C)c(C)nc2cc(-c3ccc(OC)c(OC)c3)nn12	9	-27
O=C(O)CCCC(=O)Nc1ccccc1N1CCCCC1	11	9
CCC(C)(C)n1nnnc1C(c1cccc(OC)c1OC)N1CCN(c2ccccc2F)CC1 (stereo unspecified)	7	12

By substructure: the entries above with fluorine (6)
SMILES	PGE2 EP2 inh	EP2 modulator
COc1ccc(NC2=NCC(=O)N2Cc2ccc(F)cc2)cc1	11	-12
Cc1cnc(NC(=O)CSc2nnc(-c3ccc(F)cc3)o2)s1	6	-16
Cc1cc2c(=O)n(CC(=O)NC3(c4ccccc4F)CCCC3)cnc2s1	4	-35
CCN(CC)C(=O)c1sc(NC(=O)c2cccc(F)c2)c(C#N)c1C	17	0
COc1ccccc1CN(CCCn1ccnc1)Cc1[nH]c2ccc(F)cc2c1C	3	-27
CCC(C)(C)n1nnnc1C(c1cccc(OC)c1OC)N1CCN(c2ccccc2F)CC1 (stereo unspecified)	7	12

(cont.)
SMILES	PGE2 EP2 inh	EP2 modulator
O=C(NCCNCc1ccccc1F)c1ccco1	11	-2
CCN1CCN(C(=O)CN(c2cc(C)ccc2C)S(C)(=O)=O)CC1	7	-10
CC(C)C1=NN(C(=O)CCc2ccccc2O)C(O)(C(F)(F)F)C1 (stereo unspecified)	18	-5
CCn1c(SCC(=O)N2CCCCC2)nnc1-c1cc2ccccc2cc1O	12	-55
Cc1nc(-c2cc3ccccc3[nH]c2=O)no1	8	-14
Cc1ccc2[nH]c(=O)c(CN(Cc3ccco3)C(=O)NC3CCCCC3)cc2c1	10	11
c1ccc(CSc2nnnn2-c2ccc3c(c2)OCO3)nc1	15	-31
CC1CCN(CC(O)c2ccc3c(c2)CCCN3S(C)(=O)=O)CC1 (stereo unspecified)	5	-37
O=S(=O)(NC1CCCC1)c1ccc(S(=O)(=O)N2CC=C(c3ccc(F)cc3)CC2)cc1	9	3
COc1ccc(CN2CCc3c(nc(C)[nH]c3=O)C2)c(O)c1	6	-5
CCN(CC)c1ccc2c(c1)OC(N)=C(C#N)C2c1cccc(F)c1 (stereo unspecified)	5	27
CCC(=O)N(C)c1nc(-c2ccccc2)cs1	11	-38
O=C(O)c1cc(-c2cccs2)on1	8	-11
COc1cc2[nH]c(=O)c(C(=O)NCc3ccccn3)c(O)c2cc1OC	6	-2
CC1(C)O[C@@H]2CC3C4C[C@H](F)C5=CC(=O)C=CC5(C)C4C(O)CC3(C)[C@]2(C(=O)CO)O1 (stereo partly specified)	8	-22
CCC(C(=O)Nc1nnc(Cc2ccc(OC)c(OC)c2)s1)c1ccccc1 (stereo unspecified)	18	-101
Cc1ncccc1-c1cc2cccnc2n1CCC(=O)N1CCCCCC1	4	-3
CN(C)S(=O)(=O)c1ccc(N2CCC(CNC(=O)c3ccncc3)CC2)cc1	5	-41
CCC(C)(C)n1nnnc1CN(Cc1cc2c(C)cc(C)cc2[nH]c1=O)CC1CCCO1 (stereo unspecified)	13	-43
Cc1ccccc1S(=O)(=O)N1CCN(C)CC1	12	-15
O=C(NCc1ccccn1)C(=O)NCC1CCCO1 (stereo unspecified)	12	-12
CC(=O)Nc1ccc(NC(=O)C2CC(=O)N(c3ccccc3C)C2)cc1 (stereo unspecified)	14	-13
O=C(Cc1c(F)cccc1Cl)Nc1nncs1	7	-1
Cn1c(Cc2ccccc2)nnc1SCC(=O)Nc1sc2c(c1C#N)CCCC2	10	-7
COc1ccc(NC(C)=O)cc1S(=O)(=O)Nc1ccc(N2CCCCC2)cc1	6	-13
CC1Cc2ccccc2N1C(=O)Cn1nc(-c2cccs2)cc(N)c1=O (stereo unspecified)	8	-12

Seven structures already listed, ordered by count of non-hydrogen atoms, ascending.
SMILES	PGE2 EP2 inh	EP2 modulator
O=C(Cc1c(F)cccc1Cl)Nc1nncs1	7	-1
O=C(NCCNCc1ccccc1F)c1ccco1	11	-2
CCN1CCN(C(=O)CN(c2cc(C)ccc2C)S(C)(=O)=O)CC1	7	-10
CCN(CC)c1ccc2c(c1)OC(N)=C(C#N)C2c1cccc(F)c1 (stereo unspecified)	5	27
CC(=O)Nc1ccc(NC(=O)C2CC(=O)N(c3ccccc3C)C2)cc1 (stereo unspecified)	14	-13
CN(C)S(=O)(=O)c1ccc(N2CCC(CNC(=O)c3ccncc3)CC2)cc1	5	-41
CCC(C)(C)n1nnnc1CN(Cc1cc2c(C)cc(C)cc2[nH]c1=O)CC1CCCO1 (stereo unspecified)	13	-43
